# High-throughput results (PubChem BioAssay)
# proCasp3 act – activators of human procaspase-3 D3A mutant, primary screen, biochemical, absorbance, PC-3 D3A mutant, single concentration | AID 463141, 2010 | recombinant procaspase-3 D3A, Ac-DEVD-pNA absorbance 405 nm | 0.11% of 330,000 active | Caspase-3 (Homo sapiens), P42574 | activation, % at 8.5 µM;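 active = activation above the mean of all tested compounds plus 3 SD, cut at about 21% in these data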;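 note: 0% = DMSO alone and 100% = DMSO wells spiked with extra 5 µM PC-3 D3A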
# Target sequence (P42574 whole entry D9A/D28A/D175A): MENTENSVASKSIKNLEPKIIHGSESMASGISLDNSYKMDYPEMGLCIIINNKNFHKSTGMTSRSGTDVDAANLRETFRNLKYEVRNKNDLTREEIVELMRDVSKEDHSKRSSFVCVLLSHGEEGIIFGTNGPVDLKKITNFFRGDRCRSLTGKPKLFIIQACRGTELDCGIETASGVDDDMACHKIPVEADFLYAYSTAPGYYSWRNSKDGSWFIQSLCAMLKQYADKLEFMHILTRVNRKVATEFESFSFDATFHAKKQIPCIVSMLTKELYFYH
#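 Evaluation: percent activation relative to control range; Material: Procaspase-3 D3A mutant, all three cleavage aspartates alanine; Compound: single dose, 8.5 µM nominal compound, 0.8% DMSO; Replication: one well per compound; Signal: absorbance at 405 nm, 0 and 120 min; Schedule: 1 h preincubation plus 2 h reaction at 25 °C.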
# LAP4 TOR yeast – modulators of LAP4-GFP expression in yeast, primary screen, S. cerevisiae, multiplex flow cytometry, MLPCN library; 3 h; median GFP as percent of DMSO wells; GFP response vs DMSO, % at 10 µM; 0.34% of 320,000 active; AID 2023, 2009;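 active = GFP response vs DMSO above a set limit, about the screen mean plus 3 SD, cut at about 150% in these data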
# AHR act – AHR activators, primary screen, cell-based, luminescence, luciferase reporter, human; Aryl hydrocarbon receptor (Homo sapiens), P35869; AHR-responsive luciferase reporter cells; activation, % at 5 µM; 2.5% of 320,000 active; AID 2796, 2010; in the data active = activation above about 47%;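 note: 0% = vehicle wells and 100% = reference agonist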
# proCasp7 act – procaspase-7 activators, primary screen, counter-screen for procaspase-3 activator project, biochemical, absorbance, HTS, human | Caspase-7 (Homo sapiens), P55210 | recombinant procaspase-7, Ac-DEVD-pNA absorbance 405 nm; D23A/D198A/D206A triple mutant, cannot self-cleave; scale: DMSO 0, 5 µM enzyme 100 | activation, % at 8.5 µM | AID 463210, 2010 | 0.093% of 330,000 active;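 active = percent activation above the screen-wide mean plus 3 SD, cut at about 25% in these data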
# Target sequence (P55210 whole entry D23A/D198A/D206A): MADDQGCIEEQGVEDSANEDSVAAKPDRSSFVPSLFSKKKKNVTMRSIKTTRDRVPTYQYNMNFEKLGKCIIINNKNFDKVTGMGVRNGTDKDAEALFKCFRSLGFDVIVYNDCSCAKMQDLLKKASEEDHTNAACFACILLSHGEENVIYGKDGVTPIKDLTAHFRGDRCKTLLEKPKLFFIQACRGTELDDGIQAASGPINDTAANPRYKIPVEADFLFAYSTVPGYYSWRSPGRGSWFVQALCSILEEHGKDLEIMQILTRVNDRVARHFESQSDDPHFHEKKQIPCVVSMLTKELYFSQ
#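 Detection: p-Nitroaniline absorbance at 405 nm, read at 0 and 120 min; system: Uncleavable procaspase-7 mutant enzyme; evaluation: % activation from two-timepoint absorbance difference, scaled to controls; times: 1 h enzyme–compound preincubation and 2 h substrate reaction, both 25 °C; buffer or medium: Zinc-free HEPES pH 7.4 with 300 mM NaCl, 0.01% Triton X-100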
# RPL19A TOR yeast – RPL19A-GFP expression modulators in yeast, primary screen, cell-based, S. cerevisiae, multiplex flow cytometry, MLPCN; S. cerevisiae RPL19A-GFP strain, 3 h; stronger effect = lower value; 0.3% of 330,000 active; percent response vs DMSO, % at 10 µM;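 active = percent response vs DMSO below 50%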;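 note: median channel GFP fluorescence of the barcoded RPL19A-GFP strain; ratio of sample median GFP to plate DMSO average so 100% = DMSO; lower means less RPL19A-GFP as with rapamycin TOR inhibition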
# MEP2 TOR yeast – modulators of MEP2-GFP levels in yeast, primary screen, S. cerevisiae, multiplex flow cytometry, MLPCN library; S. cerevisiae MEP2-GFP strain, 3 h; 100% = DMSO control level; GFP response vs DMSO, % at 10 µM; 0.51% of 330,000 active;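 active = GFP response versus DMSO above a set limit, roughly screen mean plus 3 SD, cut at about 180% in these data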;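 note: median GFP fluorescence of the barcode-gated MEP2-GFP cells per well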
# JMJD2C inh – inhibitors of GASC-1 histone demethylase, primary screen, biochemical, fluorescence, DELFIA europium; AID 2099, 2009; inhibition, % at 2.35 µM; Lysine-specific demethylase 4C (Homo sapiens), Q9H3R0; GST-JMJD2C(1-420) H3K9me3 demethylation; 0.069% of 330,000 active;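 active = more than half of a compound's replicate wells show inhibition beyond 50%, single wells judged on their own value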;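 note: signal counts dimethyl H3K9 product captured on neutravidin plate; 0% = median of DMSO wells and 100% = 0.3 times that DMSO median; strong numbers were not always called active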
# Target sequence (Q9H3R0 1-420 limits assumed): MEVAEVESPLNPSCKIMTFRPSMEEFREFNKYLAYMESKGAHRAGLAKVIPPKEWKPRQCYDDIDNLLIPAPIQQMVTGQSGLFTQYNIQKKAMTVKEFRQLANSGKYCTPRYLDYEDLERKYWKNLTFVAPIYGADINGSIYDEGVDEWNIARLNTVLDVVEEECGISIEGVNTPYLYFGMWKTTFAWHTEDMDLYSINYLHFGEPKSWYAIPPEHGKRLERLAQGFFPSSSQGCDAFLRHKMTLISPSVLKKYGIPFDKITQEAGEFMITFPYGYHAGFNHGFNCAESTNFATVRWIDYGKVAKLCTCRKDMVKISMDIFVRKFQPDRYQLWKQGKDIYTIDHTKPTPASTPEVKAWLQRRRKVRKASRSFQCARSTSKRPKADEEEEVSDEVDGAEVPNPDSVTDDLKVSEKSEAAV
# Yeast superoxide – reduction of superoxide in aged yeast, primary screen, HTS; superoxide response (% of plate mean), % at 10 µM; 0.18% of 330,000 active; S. cerevisiae aged cells, superoxide DHE fluorescence; stronger effect = lower value;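 active = superoxide response under a set limit, about three screen SD below normal, cut at about 65% in these data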;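 note: yeast aged for seven days with compound at 30 °C before DHE staining; 100% = average MFI of all compound-treated wells on the plate with controls excluded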
# Starred values were filed as active, the others as inactive; . = no result given.
SMILES,proCasp3 act,LAP4 TOR yeast,AHR act,proCasp7 act,RPL19A TOR yeast,MEP2 TOR yeast,JMJD2C inh,Yeast superoxide
COc1coc(C(O)CN)cc1=O (centres undefined),3,91,-3,-9,110,110,13,102
CCOc1ccc2oc(C(=O)N(CC)CC(=O)Nc3c(F)cccc3F)c(C)c2c1,0,107,4,-1,96,99,1,81
COC(=O)Cc1ccc(N(Cc2ccccc2F)S(=O)(=O)c2ccc(Cl)cc2)cc1,0,97,-3,-3,111,105,-13,97
O=C(CCc1ccc(F)c(F)c1)NC1CCCN(Cc2ccc(Cl)cc2)C1 (centres undefined),2,90,2,7,108,108,0,96
O=C(NCCCCCCOC1=NS(=O)(=O)c2ccccc21)C(=O)Nc1ccccc1,4,90,4,3,98,101,-3,99
CCCN(C(=O)Cc1c(C(=O)O)n(C)c2ccccc12)c1cccc(C)c1,0,80,2,-2,97,89,37,111
CC(C)=NNc1nc2c(c(=O)[nH]c(=O)n2C)n1CCc1ccccc1,4,102,9,4,92,101,4,99
CC(CN1CCN(C)CC1)OC(=O)c1ccccc1 (centres undefined),2,101,0,8,101,108,3,93
Cc1ccc(CNC(=O)c2cccc3c2C(=O)c2ccc(N4CCCCC4)cc2S3(=O)=O)cc1,-6,92,8,-19,94,91,1,95
O=C(NCC1CCCO1)c1ccc(-c2cccc(C(F)(F)F)c2)o1 (centres undefined),-2,82,10,3,72,90,-2,103
CCCCSCCCNC(=O)c1ccc2c(c1)N(CC)C(=O)c1ccccc1S2=O (centres undefined),9,108,44,0,97,100,-17,73
O=C(O)c1cc(CN2CCOCC2)oc1-c1ccccc1,13,104,2,0,99,96,-3,105
O=C(CSc1cccc(C(F)(F)F)c1)NCc1ccccc1,2,111,2,0,107,116,-5,94
Cc1cc(C(=O)NNC(=O)c2ccc(C(F)(F)F)cc2)no1,2,105,-1,11,95,100,5,110
CC(=O)N1CCN(C(=S)NCCc2ccccc2)CC1,-3,92,2,2,107,101,-7,104
Cc1csc(NC(=O)CCCC(=O)O)c1-c1nc2ccccc2s1,-7,102,1,6,105,101,-4,95
CC(C)CC(OC(=O)c1cccs1)C(=O)NCc1ccco1 (centres undefined),-5,97,0,-7,92,92,4,107
Cc1ccc(C(=O)CSc2ccc(-c3cccnc3)nn2)cc1,9,105,14,8,98,96,2,95
Cc1ccc(-c2nnc(SCc3nc(N)nc(Nc4ccccc4C)n3)n2N)cc1,-11,102,5,13,103,104,-1,100
COc1cc(CN(C)C)cc(C=O)c1O,-6,85,1,-2,96,96,-14,92

# 12 entries from above, ordered by heavy-atom count, low to high:
SMILES,proCasp3 act,LAP4 TOR yeast,AHR act,proCasp7 act,RPL19A TOR yeast,MEP2 TOR yeast,JMJD2C inh,Yeast superoxide
COc1coc(C(O)CN)cc1=O (centres undefined),3,91,-3,-9,110,110,13,102
COc1cc(CN(C)C)cc(C=O)c1O,-6,85,1,-2,96,96,-14,92
CC(CN1CCN(C)CC1)OC(=O)c1ccccc1 (centres undefined),2,101,0,8,101,108,3,93
CC(=O)N1CCN(C(=S)NCCc2ccccc2)CC1,-3,92,2,2,107,101,-7,104
O=C(O)c1cc(CN2CCOCC2)oc1-c1ccccc1,13,104,2,0,99,96,-3,105
Cc1cc(C(=O)NNC(=O)c2ccc(C(F)(F)F)cc2)no1,2,105,-1,11,95,100,5,110
Cc1ccc(C(=O)CSc2ccc(-c3cccnc3)nn2)cc1,9,105,14,8,98,96,2,95
O=C(NCC1CCCO1)c1ccc(-c2cccc(C(F)(F)F)c2)o1 (centres undefined),-2,82,10,3,72,90,-2,103
CC(C)=NNc1nc2c(c(=O)[nH]c(=O)n2C)n1CCc1ccccc1,4,102,9,4,92,101,4,99
CCCN(C(=O)Cc1c(C(=O)O)n(C)c2ccccc12)c1cccc(C)c1,0,80,2,-2,97,89,37,111
Cc1ccc(-c2nnc(SCc3nc(N)nc(Nc4ccccc4C)n3)n2N)cc1,-11,102,5,13,103,104,-1,100
Cc1ccc(CNC(=O)c2cccc3c2C(=O)c2ccc(N4CCCCC4)cc2S3(=O)=O)cc1,-6,92,8,-19,94,91,1,95

# (list continues)
SMILES,proCasp3 act,LAP4 TOR yeast,AHR act,proCasp7 act,RPL19A TOR yeast,MEP2 TOR yeast,JMJD2C inh,Yeast superoxide
CCCc1nc2cc3c(cc2[nH]1)n(C)c(=O)n3C,9,107,75*,-2,98,102,7,106
Cc1ccc(NC(=O)COC(=O)CCC(=O)c2cccs2)cc1S(=O)(=O)N1CCOCC1,10,104,0,-6,102,103,8,102
CCOC(=O)c1c(NC(=O)CCN2C(=O)c3cccc([N+](=O)[O-])c3C2=O)sc(C(=O)OC(C)C)c1C,-2,89,-1,-10,101,98,57,100
CCc1ccc(N(CC(=O)Nc2sc3c(c2C(=O)OC)CCCC3)S(C)(=O)=O)cc1,2,105,0,1,114,124,-3,86
Cc1nc(C)c(-c2csc(Nc3ccc(S(N)(=O)=O)cc3)n2)s1,.,95,.,.,101,103,-3,97
CCOC(=O)C1CCN(Cc2cccc(OCc3ccccc3)c2)CC1,0,96,1,-1,102,108,-2,96
COc1ccc(-c2onc(C)c2-c2cscn2)c(O)c1,-1,90,5,-2,100,103,3,99
O=C(Nc1nncs1)c1ccccc1Br,4,107,-2,7,101,104,.,108
COCCSc1nnc(NC(=O)C2CC(=O)N(C3CCCC3)C2)s1 (centres undefined),3,94,-2,3,102,99,3,111
NC(=O)c1ccc(NC(=O)CSc2nnc(-c3ccncc3)n2Cc2ccco2)cc1,4,113,-1,4,107,105,3,101
CCOC(=O)C1CCCCN1Cc1cccc(OCc2ccccc2)c1 (centres undefined),6,98,8,6,97,110,-2,93
Cc1c(C(=O)N2CCCCC2)sc(N)c1C#N,-14,111,2,-3,105,114,10,108
Cc1ccccc1CC(=O)N1CCCC(CNC(=O)c2ccc(F)cc2)C1 (centres undefined),-1,92,1,-8,97,102,-17,121
CCN(CC)S(=O)(=O)c1ccc(C)c(NC(=O)COC(=O)CNC(=O)c2ccc(C(C)(C)C)cc2)c1,-1,87,-1,2,99,96,-23,120
O=c1oc2cc(OCc3ccc([N+](=O)[O-])cc3)ccc2c2c1CCCC2,1,98,-1,9,99,99,-4,92
CC(=O)Nc1cccc(C(=O)OC2CCOC2=O)c1 (centres undefined),-4,89,10,2,100,96,-13,128
Cc1[nH]nc(SCC(=O)NCc2ccc(Cl)cc2)c1[N+](=O)[O-],1,105,1,0,102,119,-7,119
COc1ccc(-c2oc3ncn(Cc4ccco4)c(=N)c3c2-c2ccc(OC)cc2)cc1,-5,90,4,1,.,99,-12,109
O=C(O)CCC1COc2ccccc2O1 (centres undefined),-1,105,0,11,104,101,8,93
O=C(NCC(c1ccc(F)cc1)N1CCOCC1)c1ccco1 (centres undefined),-3,106,-1,-2,101,101,2,99

# Limited to AHR act (3 entries from above):
Molecule	AHR act
COc1ccc(-c2oc3ncn(Cc4ccco4)c(=N)c3c2-c2ccc(OC)cc2)cc1	4
O=C(O)CCC1COc2ccccc2O1 (centres undefined)	0
O=C(NCC(c1ccc(F)cc1)N1CCOCC1)c1ccco1 (centres undefined)	-1

# Going on with the list:
SMILES,proCasp3 act,LAP4 TOR yeast,AHR act,proCasp7 act,RPL19A TOR yeast,MEP2 TOR yeast,JMJD2C inh,Yeast superoxide
NS(=O)(=O)c1ccc(NC(=S)NNC(=O)CCC(=O)Nc2ccccc2Cl)cc1,-1,76,1,2,107,99,14,86
COC(=O)c1sccc1NC(=O)Nc1ccc(C(C)=O)cc1,.,84,.,.,103,97,2,91
COc1ccc(NS(=O)(=O)c2cccc3nsnc23)cc1Cl,7,103,10,8,98,99,-21,100
CN(Cc1cccc(-n2cccn2)c1)C(=O)CCc1nnc(C2CCCCC2)o1,-2,92,3,5,92,91,1,89
O=C(CN(Cc1ccco1)C(=O)c1nsc(Cl)c1Cl)NC1CCCCC1,-9,95,0,-4,102,103,-4,114
O=C(OCC(=O)N1CCCC1)c1ccccc1C(=O)c1ccccc1,5,91,0,-5,98,98,-2,100
COc1ccc(C2(O)CCN(C(=O)c3ccc4c(c3)OCO4)CC2)cc1,7,88,0,7,94,92,2,106
c1ccc(OCc2nn3c(C4CCCCC4)nnc3s2)cc1,-5,127,4,-14,96,101,11,114
COc1ccc(NC(=O)c2ccccc2NC(=O)c2ccco2)c(OC)c1,-2,100,7,6,96,92,-2,91
COc1ccc(S(=O)(=O)N2CCC(C)CC2)cc1N(C)S(=O)(=O)c1ccccc1,-4,96,-3,0,104,92,5,130
Cc1ccc(/C=C/C(=O)Nn2cnnc2)cc1,11,121,-7,-14,100,94,6,95
O=C(COC(=O)c1ccccc1OCc1ccccc1Cl)NCC1CCCO1 (centres undefined),-6,106,-2,2,102,103,1,99
Cc1ccc2c(c1)c1c3n2CCN(C(=O)CN2CCN(C)CC2)C3CCC1 (centres undefined),-6,92,37,3,95,94,5,97
COc1ccc(OC(=O)Cc2cccc3ccccc23)cc1,-1,98,4,0,103,99,8,110
O=C(CCCNS(=O)(=O)c1cccc2nsnc12)NC1CCCCC1,-1,110,2,8,106,110,-17,96
c1ccc(C2[C@H]3CN(Cc4cccnc4)[C@H](c4ccccc4)C34CC2(c2cccnc2)C4)cc1 (some centres undefined),3,94,3,-11,101,98,-8,94
CC(C)c1c(C(=O)N/N=C/c2c[nH]c3ccccc23)nnn1-c1nonc1N,-1,105,28,-10,106,113,-4,103
Cc1cc(C)c2c(-n3cccc3)c(C(=O)NNS(=O)(=O)c3ccc(Br)cc3)sc2n1,4,104,1,-7,89,97,0,116
CCOC(=O)N1CCC(NCCNC(=O)c2ccco2)CC1,1,105,8,5,97,93,4,89
O=C(Cn1cc2c(n1)CCCC2)NCc1cccs1,-10,99,2,6,101,111,0,110
CC1CCCCN1S(=O)(=O)c1ccc(C(=O)Nc2ccccc2-c2nc3ccccc3[nH]2)cc1 (centres undefined),-2,85,3,-4,92,91,-3,96
COC(=O)CSc1nnc(COc2ccc3ccccc3c2)o1,.,95,.,.,104,107,-1,95
